Source: PubChem BioAssay
Peg3 prom inh – Peg3 promoter activity inhibition | HeLa PEG-Prom luciferase reporter, luminescence, overnight | inhibition, % at 20 µM | 1.7% of 360,000 active;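 active = inhibition of at least 50% at 20 µM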
NR2E3 ag-1 – activates human photoreceptor nuclear receptor NR2E3. inhibition of corepressor binding, % at 4.78 µM. GST-NR2E3/biotin-RetCOR TR-FRET, 1536-well. AID 2300. Q9Y5X4. 0.12% of 320,000 active;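 active = percent inhibition above the cutoff of mean plus 3 SD of all tested compounds, set per screening campaign, cut at about 20% in these data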;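 also: 0% = DMSO wells and 100% = biotin wells as full block of FRET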
Target sequence (Q9Y5X4 whole entry, looked up): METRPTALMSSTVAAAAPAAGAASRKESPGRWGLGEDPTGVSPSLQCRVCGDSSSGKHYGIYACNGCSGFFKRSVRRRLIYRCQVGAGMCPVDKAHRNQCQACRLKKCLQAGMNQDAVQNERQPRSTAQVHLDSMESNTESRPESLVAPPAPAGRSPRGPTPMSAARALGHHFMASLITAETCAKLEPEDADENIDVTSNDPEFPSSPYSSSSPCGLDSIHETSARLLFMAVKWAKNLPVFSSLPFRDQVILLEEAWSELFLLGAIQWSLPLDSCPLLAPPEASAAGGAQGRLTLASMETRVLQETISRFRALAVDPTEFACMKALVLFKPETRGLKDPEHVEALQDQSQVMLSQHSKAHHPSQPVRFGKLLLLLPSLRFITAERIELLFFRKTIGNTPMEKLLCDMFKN
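Material: NR2E3–RetCOR corepressor complex / Incubation: Compound–protein incubation for 5 h at 4 °C / Dosing: compound at 4.8 µM, single dose / Detection: time-resolved FRET / Benchmarks: high control biotin, low control 0.6% DMSO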
Granule exo inh – blocks lytic granule exocytosis | TALL-104 LAMP-1 surface exposure, flow cytometry; cells stimulated with thapsigargin and PMA | 0.66% of 360,000 active | inhibition, % at 10 µM;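 active = inhibition above about 55%, limit read from the data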
aDG glyco act – alpha-DG glycosylation activation | Pro5-aDG cells, alpha-DG glycosylation AlphaScreen (IIH6); 0% Pro5, 100% B10-LARGE cell signal | activation, % at 10 µM | 0.22% of 360,000 active | AID 624168;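 active = activation of at least 8% versus controls, or a plate z-score of at least 8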;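 also: Pro5 are CHO cells carrying HIG-tagged alpha-DG that lacks glycosylation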
hiPSC survival – enhancers of human iPSC single-cell survival; hiPSC single-cell survival, ATPlite luminescence; 100% = ROCK inhibitor wells, 0% = DMSO; survival enhancement, % at 20 µM; AID 602274; 0.044% of 360,000 active; in the data active = survival enhancement above about 18%;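 also: cells exposed to compounds for 16 hours before the ATP read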
PDI turbidity – PDI (human) enzyme inhibition; P07237; PDI insulin aggregation turbidity, A650, 90 min; inhibition, % at 10 µM; 0.052% of 350,000 active; AID 588391;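 active = mean inhibition across replicates of 30% or more, whatever share of single replicates reach that level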;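 also: absorbance from insulin aggregation driven by PDI reduction with DTT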
Target sequence (P07237 whole entry, looked up): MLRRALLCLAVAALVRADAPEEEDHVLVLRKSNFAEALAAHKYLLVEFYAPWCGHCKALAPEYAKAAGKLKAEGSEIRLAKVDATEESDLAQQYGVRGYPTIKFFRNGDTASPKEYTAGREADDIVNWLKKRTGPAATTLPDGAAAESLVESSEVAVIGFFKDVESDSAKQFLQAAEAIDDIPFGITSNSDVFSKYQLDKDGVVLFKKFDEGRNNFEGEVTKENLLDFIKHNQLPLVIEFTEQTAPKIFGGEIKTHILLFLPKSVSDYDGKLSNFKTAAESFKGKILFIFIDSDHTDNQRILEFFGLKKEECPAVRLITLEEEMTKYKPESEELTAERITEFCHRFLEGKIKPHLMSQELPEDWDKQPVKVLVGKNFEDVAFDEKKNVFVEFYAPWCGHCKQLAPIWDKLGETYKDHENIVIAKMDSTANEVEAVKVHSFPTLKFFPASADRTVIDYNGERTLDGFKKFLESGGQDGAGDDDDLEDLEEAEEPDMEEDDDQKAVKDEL
NR2E3 ag-2 – human photoreceptor-specific nuclear receptor agonism; 0.35% of 360,000 active; AID 602229; CHO-S Gal4-NCOR/VP16-NR2E3 two-hybrid, luciferase; inhibition of corepressor binding, % at 3.98 µM; Q9Y5X4;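 active = inhibition above the mean of all tested compounds plus 3 SD, cut at about 70% in these data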;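 also: 0% = DMSO with NR2E3 transfected cells and 100% = cells lacking NR2E3 construct; higher means lower luciferase signal from less NR2E3 corepressor binding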
Vif inh – HIV Vif inhibition; inhibition, % at 7.49 µM; HEK293T cells, Vif self-association by quenched fluorescence, imaging, 24 h; 0.35% of 340,000 active; in the data active = inhibition above about 50%, passing the limit was not always enough; also: some results filed as inactive read as strong as hits
MITF TRPM1 inh – reduces MITF-dependent TRPM1 promoter luciferase signal; 0.83% of 330,000 active; SK-MEL-5 TRPM1 promoter luciferase, 24 h; inhibition, % at 12.5 µM;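 active = mean inhibition across replicates of 60% or more, whatever share of single replicates reaches that level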; also: values of inactives mirror those of a sister screen read the other way
CaV13 ICDI inh – Primary screen for inhibitors of IQ motif and Ca2+-dependent inactivation inhibitor domain binding in CACNA1D, Förster resonance energy transfer in living cells, …; HEK cells, CFP/YFP FRET ICDI-IQ, plate reader, 10 min; percent FRET-ratio fall versus neutral wells; inhibition, % at 12.3 µM; 0.098% of 340,000 active; AID 743397;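 active = mean replicate inhibition of at least 30% and at least 1% of replicates passing that level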;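 also: 0% = median of the neutral control wells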
HIF-2a block – HIF-2a inhibition; 0.72% of 360,000 active; inhibition, % at 18.8 µM; 786-0 RCC cells HIF-2a reporter, luciferase luminescence, overnight;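 active = inhibition of the luminescence signal of 40% or more relative to plate controls, in a single-dose primary screen at 18.75 µM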
Numbers without * were called inactive; · = no result given; + = active, no number.

SMILES	Peg3 prom inh	NR2E3 ag-1	Granule exo inh	aDG glyco act	hiPSC survival	PDI turbidity	NR2E3 ag-2	Vif inh	MITF TRPM1 inh	CaV13 ICDI inh	HIF-2a block
NC(=O)C1CCN(c2cc(Cl)nc(N)n2)CC1	1.8	1.8	-2.2	-0.3	0.8	1.8	33.0	-6.1	-1.4	-4.7	6.5
COc1ccc(-c2[nH]n(-c3ccc([N+](=O)[O-])cc3)c(=O)c2C=NCc2ccccc2)cc1	24.4	1.2	3.1	0.0	-0.7	-1.5	-0.9	-0.8	6.6	-21.8	20.4
COc1ccc(-n2nnnc2CNC(=O)C(=O)c2c(C)[nH]c3ccccc23)cc1	17.2	0.7	6.1	-0.1	0.3	-2.6	-0.8	8.0	11.6	-1.0	5.2
Cc1ccc(-c2csc(N/N=C/C=C/c3ccccc3)n2)cc1	-14.8	-4.1	3.6	0.0	-0.1	4.1	-2.1	·	-7.1	-5.2	-50.0
CCCn1nnc(NCc2ccc(OCc3cccs3)c(OC)c2)n1	9.1	-1.5	-0.1	0.6	0.5	6.6	-12.3	-2.0	0.2	-3.6	9.2
O=C(Nc1nc2ccc(F)cc2s1)c1cccs1	-223.7	2.1	-0.2	0.1	0.0	-1.3	-153.4	-3.4	-41.5	-1.7	-289.2
CC1=NN(C(=O)c2ccc(Cn3nc(C)c(Br)c3C)cc2)C(O)(C(F)(F)F)C1 (configuration not stated)	11.6	-1.0	1.2	-0.3	1.2	-4.5	-20.3	22.9	-8.2	-2.9	15.5
Cc1ccnc(NS(=O)(=O)c2ccc(NC(=O)C3CC=CCC3C(=O)O)cc2)n1 (configuration not stated)	-0.8	-3.0	-1.1	-0.3	-0.6	4.6	-10.1	3.8	4.9	-4.4	13.2
COc1ccc(NC(=O)CCCn2cnc3ccccc3c2=O)c(OC)c1	8.1	-1.7	-3.2	0.0	0.7	2.6	-11.2	0.9	6.4	-4.5	10.7
Cc1nnc(NC(=O)c2nc(S(=O)(=O)Cc3ccccc3)ncc2Cl)s1	110.5*	-0.1	4.5	-0.4	-0.1	0.8	22.1	12.3	34.6	-14.0	64.3*
COc1ccc2oc(=O)c(C(=O)NC(C)c3ccccc3)cc2c1 (configuration not stated)	-9.3	0.7	-1.3	0.1	1.2	-2.5	11.9	19.1	-7.3	4.3	-38.4
CCC(Oc1ccccc1)C(=O)Nc1ccccc1OC (configuration not stated)	15.4	3.0	-7.8	-0.2	-1.0	-5.8	-20.1	·	3.9	-6.9	0.9
COc1cc(C(=O)NCc2nnc(SCC(=O)N3CCCc4ccccc43)o2)cc(OC)c1OC	9.3	3.7	-2.2	0.6	1.0	-0.5	1.0	5.9	-9.1	-4.5	16.1
N#CC1=C(N)Oc2nc(-c3ccccc3)[nH]c2C1c1cccnc1 (configuration not stated)	15.0	-0.2	2.3	0.0	0.4	-3.2	-6.6	·	4.0	-5.5	20.3
Cc1cc(-c2ccccc2)nc2c(Br)c(C(=O)O)nn12	17.5	-1.5	-2.0	0.0	-0.1	4.7	-16.9	2.2	·	·	23.2
COCCNC(=O)C(c1cccs1)N(Cc1ccccc1)C(=O)Cn1nnc2ccccc21 (configuration not stated)	-8.9	-1.9	-1.4	0.6	3.6	-2.7	-8.4	12.0	5.1	-4.5	1.9
CCN(CC)CCc1nc(-c2ccccc2)no1	-7.5	2.5	-1.9	-0.1	-1.7	-3.3	7.2	-0.6	-4.0	-5.0	-14.4
COCCNc1oc(/C=C/c2ccccc2)nc1C#N	-272.0	-0.5	-3.2	0.0	0.2	3.5	-78.3	55.3*	-95.0	4.2	-281.3
COc1ccc(C2CC(C(F)(F)F)n3nc(CO)c(Cl)c3N2)cc1OC (configuration not stated)	-49.1	1.9	-2.2	-0.2	-1.2	8.0	5.0	-12.2	4.0	-3.9	1.8
Cc1ccc(C(=O)CN2CCC(NC(=O)C3CCCCC3)CC2)cc1	3.5	5.0	-3.2	0.6	-2.4	-1.0	18.4	7.0	8.0	-4.4	7.1
CCN(C(=O)CCC(=O)N(CC)c1ccccc1)c1ccccc1	14.7	0.5	-7.4	-0.1	-1.7	5.8	-18.9	-3.2	-0.8	-3.1	6.4
C[C@H]1CN([C@@H](C)CO)C(=O)Cc2cc(NC(=O)CCN3CCOCC3)ccc2O[C@@H]1CN(C)Cc1ccc(Oc2ccccc2)cc1	14.2	·	0.4	-0.2	1.1	4.5	-15.2	·	3.5	-7.6	-13.7
O=C(Cc1ccc(Cl)cc1)Nc1cc(S(=O)(=O)N2CCOCC2)ccc1N1CCCC1	24.1	0.6	-11.0	0.1	-0.2	-9.7	-14.5	-4.8	0.7	-5.7	23.9
CC(C)(C)OC(=O)NCCC(=O)N/N=C/c1ccc2ncccc2c1	-9.9	3.5	-4.2	-0.1	0.1	7.0	-18.7	12.2	0.2	-5.0	-22.9
Cc1c(Br)ccc(NC(=O)CCN2C(=O)C3C4CCC(C4)C3C2=O)c1C (configuration not stated)	-18.1	3.3	-3.5	0.2	1.8	-7.0	-55.4	-0.4	-35.8	-6.1	-55.5
COC(=O)[C@H](C(C)C)N(Cc1ccccc1)S(=O)(=O)CCNC1CCCC1	-8.4	·	-0.1	-0.1	-2.7	-2.0	-7.3	17.5	0.9	-7.0	-3.7
O=C(CN(C(=O)CCC(=O)Nc1nccs1)c1ccc(F)c(Cl)c1)NCc1ccco1	10.5	-0.4	2.2	0.2	-0.1	4.0	-13.1	5.4	7.7	·	13.6
CC(=O)Nc1ccc(S(=O)(=O)NC2=NCN(CCOC(=O)c3ccccc3)CN2)cc1	2.8	2.3	7.9	-0.4	2.2	0.7	-12.3	-6.6	11.0	·	15.1
COc1cc2nc(CN3CCN(S(=O)(=O)c4ccc(Br)cc4)CC3)[nH]c(=O)c2cc1OC	2.4	·	-0.9	0.1	-0.3	16.8	-11.7	2.8	9.3	-2.7	21.2
Cn1c(N)c(C(=O)COC(=O)c2ccccc2C(=O)c2ccc(Cl)cc2)c(=O)n(C)c1=O	16.9	·	-1.2	0.1	1.4	4.2	-22.1	-14.4	-11.9	-2.3	7.8

For convenience, some entries already given.
SMILES	Peg3 prom inh	NR2E3 ag-1	Granule exo inh	aDG glyco act	hiPSC survival	PDI turbidity	NR2E3 ag-2	Vif inh	MITF TRPM1 inh	CaV13 ICDI inh	HIF-2a block
COc1cc2nc(CN3CCN(S(=O)(=O)c4ccc(Br)cc4)CC3)[nH]c(=O)c2cc1OC	2.4	·	-0.9	0.1	-0.3	16.8	-11.7	2.8	9.3	-2.7	21.2
Cn1c(N)c(C(=O)COC(=O)c2ccccc2C(=O)c2ccc(Cl)cc2)c(=O)n(C)c1=O	16.9	·	-1.2	0.1	1.4	4.2	-22.1	-14.4	-11.9	-2.3	7.8

Additional results follow.
SMILES	Peg3 prom inh	NR2E3 ag-1	Granule exo inh	aDG glyco act	hiPSC survival	PDI turbidity	NR2E3 ag-2	Vif inh	MITF TRPM1 inh	CaV13 ICDI inh	HIF-2a block
Cc1nn(Cc2c(F)c(F)c(F)c(F)c2F)c(C)c1NC(=O)c1ccc(COc2ccc(Cl)cc2Cl)o1	30.6	1.9	-3.6	0.2	5.2	-7.0	8.3	-11.5	36.0	-5.0	-4.8
CC(OC(=O)c1ccccc1C(=O)N(C)Cc1ccccc1)C(=O)NC1(C#N)CCCCC1 (configuration not stated)	3.7	·	4.2	0.3	-0.2	-5.3	-0.8	15.9	1.6	-7.1	5.4
OCc1ccccc1-c1cnc2cccnn12	-3.8	·	-2.8	-0.1	5.7	-2.2	-3.8	-8.0	·	-5.0	-5.3
O=C(NC1CC1)c1ccc(COc2ccc(F)cc2)o1	-23.9	2.9	-2.1	0.2	-0.2	4.9	-18.2	-0.2	6.8	·	-15.6
CC(C)Sc1nnc(Cn2c(=O)sc3ccccc32)n1-c1ccccc1	7.2	-1.8	-1.2	0.0	0.4	·	-5.2	12.9	2.7	-2.2	6.6
OCCCN=C1CCCc2c1[nH]c1ccc(Cl)cc21	34.8	1.2	6.9	-0.1	-0.3	-1.4	-3.0	-6.5	42.0	4.0	-6.6
COc1ccccc1NC(=O)Cc1noc(CSc2nnc(C)s2)n1	5.8	-2.3	-4.0	-0.5	-0.9	2.6	-20.5	-9.1	7.3	·	7.5
C/C(=N\NC(N)=O)C1CC(Cc2ccccc2)C(=O)O1 (configuration not stated)	22.0	·	-3.2	0.0	-0.8	7.5	-32.9	0.7	5.9	-4.6	23.5
Nc1ncnc(Nc2cccc(C(F)(F)F)c2)n1	-22.1	2.3	-0.5	-0.1	0.3	5.7	16.7	1.0	-7.0	-7.9	-19.4
Nc1ccc(C(=O)N2CCCC2)cc1CS(=O)(=O)c1ccc(Cl)cc1	15.8	-0.7	1.5	0.1	-0.4	0.0	-15.5	2.2	3.1	-3.7	13.7
COCCN(C(=O)COC(=O)/C=C/c1cccs1)c1c(N)n(Cc2ccccc2)c(=O)[nH]c1=O	-2.2	5.3	0.7	0.0	-0.6	-2.7	18.1	0.3	13.2	-6.1	2.6
Cc1ccc(S(=O)(=O)CC(=O)N2CCN(c3cccc(C(F)(F)F)c3)CC2)cc1	-7.6	0.6	-1.0	0.1	-0.4	0.1	-1.8	·	0.8	-2.9	8.2
Cc1ccc(NC(=O)c2cccc(F)c2)cc1S(=O)(=O)N1CCCCCC1	18.9	1.0	3.5	1.3	0.2	-0.4	-6.9	-3.3	14.0	-2.1	7.5
Cc1nn(CC(=O)NNC(=O)c2cccc(Br)c2)c(C)c1[N+](=O)[O-]	22.5	0.5	-0.2	0.2	1.9	-7.9	-0.1	·	9.9	·	1.2
Cc1cc(C(=O)OCC(=O)NCc2ccco2)c(C)n1-c1ccccc1	-24.4	2.4	3.7	-0.2	-0.4	-11.0	-57.1	-2.8	25.8	·	-44.1
CCCCN(C(=O)CN(C)CC(=O)Nc1cccc(OC)c1)c1c(N)n(CCCC)c(=O)[nH]c1=O	6.9	·	11.3	0.0	2.2	-6.8	-12.2	10.5	6.6	-6.2	4.8
Cc1ccc2nc3c(cc(S(=O)(=O)c4ccccc4)c(=N)n3Cc3ccco3)c(=O)n2c1	-92.2	-1.6	0.5	0.2	-0.6	-7.5	-89.1	0.7	-29.5	+	-196.0
COc1ccc(C)cc1NC(=S)NC(C)c1ccc(OC)c(OC)c1 (configuration not stated)	19.8	0.0	27.2	2.0	-3.6	2.3	1.6	-5.6	2.9	-7.0	15.9
Cc1nn(C)cc1S(=O)(=O)Nc1ccc(C(F)(F)F)cc1	13.7	4.6	-0.7	-0.2	0.5	-1.4	-8.8	·	-4.9	-3.8	13.1
C=C(C)COc1ccc(-c2[nH]ncc2-c2ccc(Br)cc2)c(O)c1	36.4	-3.1	10.0	-0.3	-1.7	1.1	-30.3	-0.4	25.2	-3.4	12.0
Cc1cccc(NC2=CC(=O)OC(C)C2)c1 (configuration not stated)	3.1	0.8	3.2	0.0	1.8	0.5	-18.6	-5.8	1.8	·	7.5
COC(=O)[C@@]1(Cc2ccc(F)cc2)[C@@H]2[C@@H](CC(=O)[C@H]2CC(=O)C(=O)N(C)C)CN1C(=O)c1ccccc1	-7.8	0.2	-0.4	0.1	0.1	7.9	-39.3	-7.9	3.8	·	8.1
Fc1ccccc1N1CCN(Cc2cnc(Cl)s2)CC1	13.7	-0.2	3.4	0.3	0.6	1.5	20.5	-8.2	1.4	-5.0	-5.9

Compounds were not picked by outcome; 3.5% or so of the library scored in one or more.
